NCI-60 one-dose screen, 48 h, at 10 µM unless noted. Numbers give growth in % (100 = growth as untreated, 0 = no growth, -100 = all killed).
RPMI-8226 = RPMI-8226 leukemia cells. 77,000 tested, 7.5% active
HOP-92 = HOP-92 NSCLC cells | 71,000 tested, 6.3% active
HOP-62 = HOP-62 NSCLC. 80,000 tested, 3.9% active. AID 1794735
CCRF-CEM = CCRF-CEM leukemia | 77,000 tested, 7% active
A549/ATCC = A549/ATCC NSCLC | 81,000 tested, 3.7% active | AID 1794740
EKVX = EKVX NSCLC. 71,000 tested, 3% active
MDA-MB-435 = MDA-MB-435 melanoma; 82,000 tested, 7.8% active
M14 = M14 melanoma. 80,000 tested, 6.2% active. AID 1794745
* marks the source's active call; other numbers are inactive results. The calls were made as follows: active = growth percent below 10; inactive = the rest. This is a subset, so the mix of outcomes need not match the whole.

SMILES	RPMI-8226	HOP-92	HOP-62	CCRF-CEM	A549/ATCC	EKVX	MDA-MB-435	M14
CC1(C)[C@@H]2CC[C@@]1(CS(=O)(=O)O)C(=O)C2	104	94	96	100	97	105	115	104
